# SRC3 TRFRET art: TR-FRET detection interference compounds, artefact control for PPARgamma SRC-3 recruitment agonists, biochemical, TR-FRET ratio; TR-FRET artefact counter-screen, PPARgamma/SRC-3 format; hits give high values; actives 0.39% (n = 99,000); TR-FRET ratio at 8 µM; in the data active = TR-FRET ratio above about 2000; also: inactives centre near 1600
# SRC1 TRFRET art: TR-FRET detection interference compounds, primary screen, artefact control for PPARgamma SRC-1 recruitment agonists, biochemical, TR-FRET emission ratio; TR-FRET ratio at 8 µM; actives 0.34% (n = 99,000); TR-FRET detection artefact counter-screen; hits give high values; AID 1051, 2008; in the data active = TR-FRET ratio above about 2300; also: inactives centre near 1800
# An asterisk follows results filed as active.
SMILES,SRC3 TRFRET art,SRC1 TRFRET art
COc1cccc(C(=O)C2CCCN(Cc3cn(C)nc3-c3ccccc3)C2)c1 (centres undefined),1520,1905
CC(C)(C)c1ccc(OCCNC(=S)NC(=O)c2cccnc2)cc1,1518,1799
Cc1nc(N2CCCCC2)sc1C(=O)c1ccc(Cl)c([N+](=O)[O-])c1,1622,1915
O=C(NC1CCS(=O)(=O)C1)C1CCCN(S(=O)(=O)c2ccc(Cl)cc2)C1 (centres undefined),1629,1914
Cc1ccc(C)c(/C=N/Nc2ccccn2)c1,1586,1866
Cc1cc(C)n(C(=O)c2ccc(C)c(F)c2F)n1,1555,1849
CN(/N=C/c1cc([N+](=O)[O-])ccc1O)c1ccccc1,1560,1734
COc1cccc2sc(NNC(=O)COc3ccccc3)nc12,1735,1818
COc1ccc(NC(=O)NCCCN2CCCC2=O)cc1,1575,1679
O=C(NNC(=O)c1cccs1)c1ccncc1,1423,1975
O=C1c2cccc3cccc(c23)C(=O)N1CCCc1n[nH]c(=S)n1-c1ccccc1,1535,1891
CC(OCC(O)CN(C)Cc1nc2ccccc2c(=O)[nH]1)c1ccc(Cl)cc1 (centres undefined),1466,1497
CCSC1=NCCN1S(=O)(=O)c1ccc(NC(C)=O)cc1,1542,1741
CC12CCC(C(=O)N3CCC(Cc4ccccc4)CC3)(C(=O)C1=O)C2(C)C (centres undefined),1468,1885
CCN(CC)S(=O)(=O)c1cccc(NC(=O)c2cncc(Br)c2)c1,1788,1830
CC(C)[C@H](NC(=O)c1ccccc1)C(=O)OCC(=O)N1CCN(C(=O)c2ccco2)CC1,1420,1607
COc1ccc(C2CC(c3ccc4ccccc4c3)=NN2C(=O)CN2CCC(C(N)=O)CC2)cc1 (centres undefined),1535,1842
COc1ccc(C)cc1NC(=O)C1CCCCC1C(=O)O (centres undefined),1602,1906
COC(=O)c1ccc(N2C(=O)C3CC(C)=C(C)CC3C2=O)cc1 (centres undefined),1782,1678
CC(C)(C)NC(=O)CN1C(=O)/C(=C/c2ccccc2)SC1=S,1496,1760
CCn1c(SCC(N)=O)nnc1C(C)C,1736,1827
N#CC(Cc1ccc(OC(F)F)cc1)c1nc2ccccc2[nH]1 (centres undefined),1764,1563
CC(Cc1ccccc1)C(=O)N1CCN(C)CC1 (centres undefined),1477,1798
Cc1c(NC(=O)CN2C(=O)NC(C)(c3ccccc3Cl)C2=O)c(=O)n(-c2ccccc2)n1C (centres undefined),1729,1832
COc1ccccc1-c1nnc(SC(C)C(=O)O)n1-c1ccccc1 (centres undefined),1676,1804

# Continuation:
SMILES,SRC3 TRFRET art,SRC1 TRFRET art
Cc1cc(C)c2c(=O)[nH]c(SCC(=O)c3ccc(F)c(C)c3)nc2n1,1531,1526
Cc1ccc(OCC(=O)NNC(=S)NCc2ccccc2)cc1,1528,1933
Cc1ccc(C)c(N(CC(=O)Nc2ccccc2C(=O)NCc2ccco2)S(=O)(=O)c2ccccc2)c1,1517,1562
CC1=NCCN1S(=O)(=O)c1cccc([N+](=O)[O-])c1,1657,1616
COc1cccc(NC(=O)c2cc3c(=O)n4ccccc4nc3n(CC(C)C)c2=N)c1,1732,1924
CCOC(=O)C1(Cc2ccccc2)CCCN(CCCn2cccn2)C1 (centres undefined),1587,1639
CC(C)C[C@H](NC(=O)c1nc[nH]c1C(=O)N(C)Cc1ccccc1)C(=O)OCc1ccccc1,1666,1854
CC(C)c1ccccc1NC(=O)Cn1c(-c2ccccc2Cl)nc2ccccc21,1233,1795
CCCOc1ccc(C(O)CCNC(CC(=O)O)c2ccccc2)cc1 (centres undefined),1513,1560
COC(=O)Cn1c(=NC(=O)C2COc3ccccc3O2)sc2cc(S(N)(=O)=O)ccc21 (centres undefined),1598,1638
CC(=O)Nc1ccc(N2CCN(C(=O)c3cccs3)CC2)cc1,1545,1878
COC(=O)c1cccc(NC(=O)CCc2cc(OC)c(OC)c(OC)c2)c1,1451,1609
CCc1ccc(OCC(=O)N/N=C(\C)c2ccc(OC(F)F)cc2)cc1,1384,1689
CC(C)[C@@H]1NC(=O)c2cc([N+](=O)[O-])cc(I)c2NCCC[C@@H](C(N)=O)NC(=O)[C@H](CO)NC1=O,1307,1613
CCn1nc(C)c(NC(=O)c2ccc(Cl)cc2)c1C,1518,1801
O=C(CSc1nnc(-c2c[nH]c3ccccc23)o1)c1ccc(-c2ccccc2)cc1,1518,1622
COC(=O)CN1C(=S)N(c2ccc(Cl)cc2)C(=O)C1CC(=O)Nc1ccc(F)cc1 (centres undefined),1716,1896
O=C(O)c1ccc2c(=O)n3c(nc2c1)/C(=C/c1ccccc1C(F)(F)F)CCCC3,1787,1643
CCCCn1c(SCC(=O)N2CCCC2)nc2cc(S(N)(=O)=O)ccc21,1668,1834
COc1ccccc1NC(=S)NCCc1ccc(F)cc1,1517,1508
O=C(NNS(=O)(=O)c1ccccc1F)c1sccc1-n1cccc1,1602,1857
c1ccc2c(c1)ccc1ncccc12,1585,1880
O=C(OCC(=O)N1N=C(c2ccc(Cl)cc2)CC1c1ccco1)c1ccco1 (centres undefined),1642,1716
CCCCNC(=S)Nc1ccccc1Cc1ccccc1,1605,1788
O=C1CC(C(=O)NC2CCCCC2)C2(CCCCC2)O1 (centres undefined),1753,1999

# Remaining list, next part
SMILES,SRC3 TRFRET art,SRC1 TRFRET art
Cc1nn2c(-c3ccncc3)ccnc2c1Br,1544,1880
O=C(Cc1cccs1)NNC(=S)NC(=O)c1ccccc1,1668,1838
CCCN1CCC(N2CCCC(C(=O)O)C2)CC1 (centres undefined),1546,1632
Cc1cccc(NC(=O)C2CCCN2S(=O)(=O)c2ccc3c(c2)n(C)c(=O)c(=O)n3C)c1 (centres undefined),1745,1815
C=CC(=O)N=c1sc2ccccc2n1-c1ccccc1,1441,1738
NS(=O)(=O)c1ccc(NC(=S)NC(=O)C2CCCCC2)cc1,1593,1959
Cn1ccnc1SCC(=O)Nc1nc2c(F)c(F)c(F)cc2s1,1556,1878
CN(C(=O)COc1ccc(Cl)cc1Cl)c1nnc(C23CC4CC(CC(C4)C2)C3)s1,1700,1567
O=C1C(Oc2ccc(Cl)cc2)C(c2ccc3c(c2)OCO3)N1CC1CCCO1 (centres undefined),1671,1790
COc1ccccc1NC(=O)CN1C(=O)C2(OCCCO2)c2ccccc21,1695,2107
Cc1ccc(NC(=O)c2sc(=S)n(-c3cc(C)ccc3F)c2N)cc1,1685,1817
Cc1cc([N+](=O)[O-])nn1CC(=O)NCc1nc2ccccc2[nH]1,1323,1763
O=C(NCCCN1CCOCC1)C(=O)NCc1ccco1,1374,1744
COc1ccc(NCC(O)COc2ccc(C(C)(C)C)cc2)cc1 (centres undefined),1535,1732
CCOc1cc2[nH]c(=O)n(CCCCC(=O)NCc3ccco3)c(=O)c2cc1OCC,1695,1815
Cc1ccc(CN2CCN(/N=C/c3ccc(C(F)(F)F)cc3)CC2)c(C)c1,1455,1909
CC1CCCCN1C(=O)CSc1nc2ccccc2n1CC(=O)N1CCc2ccccc21 (centres undefined),1348,1888
Cc1nc(NC(=O)C(Cl)Cl)sc1C(=O)N(C)C,1481,1392
Cc1cc2ncn(CS(C)(=O)=O)c2cc1C,1375,1939
O=C(NNC(=S)Nc1cccc(C(F)(F)F)c1)c1ccccc1Cl,1631,1560
COc1cc(NC(=O)CSc2nc(C)c(C)c(C)n2)c(C)cc1[N+](=O)[O-],1488,2027
CSc1nn2cc(CCN3CCOCC3)c(-c3ccc(F)cc3)nc2c1C#N,1682,1960
Cc1cccc(NC(=O)C(CC(C)C)NC(=O)C2CCC(C)CC2)n1 (centres undefined),1567,1876
Cc1ccc2nsnc2c1NC(=O)COc1ccccc1,1723,1893
CCC(C)NC(=O)C(Cc1ccccc1)n1cccc1 (centres undefined),1624,1785

# Additional entries:
SMILES,SRC3 TRFRET art,SRC1 TRFRET art
CCCC(=O)Nc1ccc(NC(=S)NC(=O)c2ccccc2[N+](=O)[O-])cc1,1485,1605
O=C1CCCC2=C1C(c1ccc(O)cc1)c1c(ccc3ccccc13)N2 (centres undefined),1668,1807
Cc1cc(=O)oc2cc(OCC(=O)N/N=C/c3cc([N+](=O)[O-])ccc3O)ccc12,1560,1575
Cc1ccc(C2=NC3(CCCCC3)N=C2SCC(=O)Nc2ccc3c(c2)OCCO3)cc1,1796,1641
CC(C)=CCN1CCN(Cc2cccc3c2OCO3)CC1CCO (centres undefined),1597,1944
COc1ccc(CCNC(=O)Cn2c(=O)n(-c3ccc(C)c(F)c3)c(=O)c3sccc32)cc1OC,1695,2112
COc1ccc(/C=N/NC(=O)Nc2cccc3nsnc23)cc1,1546,1627
CCOC(=O)Cc1nnc(NC(=O)C(CC)Sc2nncn2C)s1 (centres undefined),1446,1843
CCCCNc1c([N+](=O)[O-])cc(C(=O)O)cc1[N+](=O)[O-],1526,1728
Cc1nn(C)c(Cl)c1C(=O)NC(C(=O)O)c1ccccc1 (centres undefined),1409,1805
O=C(/C=C/c1ccco1)NC1=NCCS1,1595,1669
CCOC(=O)C1CCN(S(=O)(=O)c2ccc(NC(=O)OC)cc2)CC1,1382,1845
O=C(CCC(=O)N1CCN(C(=O)c2ccco2)CC1)c1ccc(F)cc1,1622,2080
CCOC(=S)SCC(=O)Nc1nc(-c2ccc(Br)cc2)cs1,1554,1731
C/C(=N\N=C1\NC(=O)CC(C(=O)O)S1)c1ccc(F)cc1 (centres undefined),1450,2658*
CC(CN1CCN(C)CC1)OC(=O)c1ccccc1Cl (centres undefined),1626,2026
CS(=O)(=O)c1ccc(Sc2nc3ccccc3s2)c([N+](=O)[O-])c1,1479,1675
CCOC(=O)CCNC(=O)N1CCCC(CCC(=O)N(C)CCc2ccccn2)C1 (centres undefined),1706,1720
O=C1CC(N(O)c2ccccc2)C(=O)N1Cc1ccccc1 (centres undefined),1561,1907
O=C(Nc1ccc2ccccc2c1)NC1CCS(=O)(=O)C1 (centres undefined),1591,1916
CCOC(=O)c1nc(Nc2ccc(Nc3ccccc3)cc2)c2ccccc2n1,1779,1914
c1ccc(C2c3[nH]c4ccccc4c3CCN2Cc2cccn2-c2cccnc2)nc1 (centres undefined),1589,1842
CN(C)c1ccc(/C=C/C=N/Nc2nc(N3CCOCC3)nc(N3CCOCC3)n2)cc1,1616,1764
COc1ccccc1NC(=O)COC(=O)c1ccc2c(c1)nc(C)n2-c1ccccc1,1482,1999
CC1CN(C(=O)/C=C/c2ccc([N+](=O)[O-])s2)CC(C)O1 (centres undefined),1696,1810

# Continuation:
SMILES,SRC3 TRFRET art,SRC1 TRFRET art
N#CCCN(Cc1cccnc1)C(=S)Nc1ccc(OC(F)F)cc1,1351,1683
O=C(Cn1c(C(F)(F)F)nc2ccccc21)N/N=C/c1ccco1,1603,1685
COc1ccc(-c2nnn(CC(=O)N(CCN3CCOCC3)C(C(=O)NC3CCCCC3)c3ccco3)n2)cc1 (centres undefined),1494,1581
COc1cccc(OC)c1C(=O)Nc1nc(COc2ccccc2)cs1,1916,2239
CCCCN(c1ccc(C(=O)OC)cc1)S(=O)(=O)c1ccccc1,1556,1889
COc1ccc(CC(=O)N2N=C(C)CC2(O)C(F)(F)F)cc1OC (centres undefined),1521,1740
CC(=O)N1C(C)(C)CC(=NOS(=O)(=O)c2ccccc2)CC1(C)C,1533,1838
CC(C)CC(NC(=O)C1CCCCC1)C(=O)NCc1ccccn1 (centres undefined),1269,1801
N#Cc1c(NC(=O)C2CC=CCC2C(=O)O)sc2c1CCCCCC2 (centres undefined),1712,1672
CC(=O)Nc1cccc(C(=O)/C=C/c2ccc(C)cc2)c1,1556,2159
Cc1ccc(C(=O)c2cc([N+](=O)[O-])ccc2N2CCOCC2)cc1,1832,1849
COC(=O)C1=CN(C2CC2)C=C(C(=O)OC)C1c1ccc(C(F)(F)F)cc1,1558,1910
O=[N+]([O-])c1ccc(S(=O)(=O)N(CCCN2CCOCC2)Cc2cccs2)cc1,1564,1735
CC(C)Cc1cc(C(=O)NCCc2ccccc2)no1,1338,1754
CCOC(=O)Cc1csc(SCC(=O)NC(C)C23CC4CC(CC(C4)C2)C3)n1 (centres undefined),1704,1872
CC(=O)Nc1cccc(NC(=O)C(=O)c2cn(CC(=O)N3CCCCC3)c3ccccc23)c1,1596,1655
CCn1ccnc1CN(C)Cc1cn(C)nc1-c1ccccc1F,1740,1963

# Screening data (PubChem BioAssay)

# Only part of the results is shown. The share of hits here may be higher or lower than overall.
